NFkB SMM: NF-kappa-B p105 (human) binding; P19838; Small molecule microarray, anti-His fluorescence binding; calls only; 17,000 tested, 1.3% active; AID 624139;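 active means spot fluorescence over background significantly raised, with a chance value under 7% in all four replicate spots of the compound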;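 further: probe protein is his-tagged human p50 processed subunit at 1 µg/ml; raw spot fluorescence signals with no normalization applied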
Target sequence (P19838 1-433 limits assumed): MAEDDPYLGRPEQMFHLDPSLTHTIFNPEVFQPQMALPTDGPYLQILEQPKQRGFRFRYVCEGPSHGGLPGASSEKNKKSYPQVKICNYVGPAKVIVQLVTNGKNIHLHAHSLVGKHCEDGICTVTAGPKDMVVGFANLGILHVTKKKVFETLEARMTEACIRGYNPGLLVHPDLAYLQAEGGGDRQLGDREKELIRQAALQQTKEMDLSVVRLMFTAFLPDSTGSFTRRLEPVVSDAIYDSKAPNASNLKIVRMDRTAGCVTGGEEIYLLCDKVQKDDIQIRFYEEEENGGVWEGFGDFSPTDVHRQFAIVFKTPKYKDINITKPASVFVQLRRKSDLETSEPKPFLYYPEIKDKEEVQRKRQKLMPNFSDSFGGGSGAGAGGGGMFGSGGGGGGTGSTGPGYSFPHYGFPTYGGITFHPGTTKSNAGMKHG
Calls only; i = inactive; + = active, no number. An excerpt; the hit share may differ from the screen's.

SMILES | NFkB SMM
CCS(=O)(=O)N1CCC[C@@H]2CN3CCc4cc(OC)ccc4[C@@H]3C[C@@H]21 | i
C[C@H]1CCCCO[C@H](CN(C)Cc2ccccc2)[C@@H](C)CN([C@@H](C)CO)C(=O)c2cc(NS(=O)(=O)c3cccs3)ccc2O1 | i
C[C@@H]1CN([C@@H](C)CO)C(=O)c2cccc(NC(=O)C3CCOCC3)c2O[C@H]1CN(C)Cc1ccc2c(c1)OCO2 | i
Cc1noc(C)c1S(=O)(=O)Nc1ccc2c(c1)CC(=O)N([C@@H](C)CO)C[C@@H](C)[C@@H](CN(C)C(=O)Nc1ccccc1)O2 | i
C[C@@H]1CCCCO[C@H](CN(C)C(=O)NC2CCCCC2)[C@@H](C)CN([C@@H](C)CO)C(=O)c2cc(NS(=O)(=O)c3cn(C)cn3)ccc2O1 | i
Oc1ccc2c(c1O)OCC1c3cc4c(cc3OC21)OCO4 (stereo not given) | i
C[C@@H]1CCCCO[C@@H](CN(C)S(=O)(=O)c2cccs2)[C@@H](C)CN([C@@H](C)CO)C(=O)c2cc(N(C)C)ccc2O1 | i
CNC[C@@H]1OCc2cn(nn2)CCCC(=O)N([C@H](C)CO)C[C@H]1C | i
C[C@H]1CN([C@@H](C)CO)C(=O)c2cccc(NC(=O)c3ccc(-c4nccs4)cc3)c2O[C@@H]1CN(C)S(=O)(=O)c1ccccc1 | i
CC1(C)CC[C@]2(C(=O)O)CC[C@]3(C)C(=CCC4[C@@]5(C)C[C@@H](O)[C@H](O)[C@@](C)(CO)C5[C@H](O)C[C@]43C)[C@@H]2C1 (stereo not given in full) | i
C[C@@H]1CN([C@@H](C)CO)C(=O)c2cccc(NC(=O)Nc3ccc(F)cc3)c2O[C@@H]1CN(C)C(=O)NC1CCCCC1 | i
CC(CNC1CCCCC1)OC(=O)c1ccccc1 (stereo not given) | i
COc1ccc(OCC(=O)Nc2ccc(OC)cc2[N+](=O)[O-])cc1 | i
C[C@@H]1CN([C@H](C)CO)C(=O)c2cccc(N(C)C)c2O[C@@H]1CN(C)C(=O)Nc1cccc2ccccc12 | i
CCN(CC)CCOc1ccc(/C(=C(/Cl)c2ccccc2)c2ccccc2)cc1 | i
Cc1c(Br)c([N+](=O)[O-])nn1CC(=O)Nc1ccc(F)cc1 | i
COc1ccc(-c2nc(SCC(=O)Nc3c(F)cc(F)cc3Br)n[nH]2)cc1 | i
C[C@H]1CN([C@@H](C)CO)C(=O)c2cc(NC(=O)C3CC3)ccc2O[C@H]1CN(C)Cc1ccncc1 | i
C[C@H](CO)N1C[C@H](C)[C@H](CN(C)Cc2ccc(C(F)(F)F)cc2)Oc2ccc(NC(=O)CCN3CCOCC3)cc2CC1=O | i
C[C@H](CO)N1C[C@H](C)[C@@H](CN(C)Cc2ccc(C(=O)O)cc2)Oc2c(cccc2N(C)C)C1=O | i
COc1ccc(S(=O)(=O)N(C)C[C@H]2Oc3ccc(NC(=O)Nc4ccc(C(F)(F)F)cc4)cc3C(=O)N([C@H](C)CO)C[C@@H]2C)cc1 | i
Cc1ccc(S(=O)(=O)Nc2ccc3c(c2)C(=O)N([C@@H](C)CO)C[C@H](C)[C@@H](CN(C)C(=O)CCC(F)(F)F)OCCCC[C@H](C)O3)cc1 | +
COc1cc(OC)nc(NC(=O)CSc2nc3ccccc3o2)n1 | i
N#CCCn1c(CC(N)=O)nc2ccccc21 | i
NC(=O)COc1ccc(NC(=O)c2cccnc2)cc1 | i
C[C@H](CO)N1C[C@H](C)[C@H](CN(C)C(=O)CCCN(C)C)OCCCC[C@H](C)Oc2ccc(NC(=O)Nc3ccc(F)cc3)cc2C1=O | i
COc1ccc(CN(C)C[C@H]2Oc3c(NC(=O)c4ccc(-c5nccs5)cc4)cccc3C(=O)N([C@@H](C)CO)C[C@H]2C)cc1 | i
Cc1c(NC(=O)/C(C#N)=C/c2cccc([N+](=O)[O-])c2)c(=O)n(-c2ccccc2)n1C | i
Cc1noc(C)c1NC(=O)N(C)C[C@H]1OCCCC[C@H](C)Oc2ccc(NC(=O)CCC(F)(F)F)cc2C(=O)N([C@@H](C)CO)C[C@@H]1C | i
C[C@@H]1CN([C@@H](C)CO)C(=O)Cc2cc(NC(=O)Nc3ccccc3)ccc2O[C@@H]1CN(C)CC1CC1 | i
C[C@@H]1CN([C@H](C)CO)C(=O)Cc2cc(NC(=O)Cn3cnnn3)ccc2O[C@H]1CN(C)S(=O)(=O)c1ccccc1 | i
Cc1noc(C)c1NC(=O)Nc1ccc2c(c1)C(=O)N([C@H](C)CO)C[C@H](C)[C@H](CN(C)C(=O)CCCN(C)C)OCCCC[C@H](C)O2 | i
C=C1C2=C(C(=O)N1OC)[C@H](O)[C@](C)(O)[C@H](CCCCC)O2 | i
C[C@H](CO)N1C[C@H](C)[C@H](CN(C)Cc2ccc3c(c2)OCO3)Oc2ccc(NC(=O)NC3CCCCC3)cc2C1=O | i
C[C@@H]1CN([C@@H](C)CO)C(=O)c2cc(N(C)C)ccc2O[C@@H](C)CCCCO[C@H]1CN(C)Cc1ccccc1 | i
CSc1nc(N)nc(SC(C(=O)O)c2ccccc2)c1C#N (stereo not given) | i
C[C@@H]1CN([C@H](C)CO)C(=O)c2cc(NC(=O)NC3CCCCC3)ccc2O[C@H]1CN(C)S(=O)(=O)c1cccs1 | i
C[C@H](CO)N1C[C@H](C)[C@@H](CN(C)C)Oc2c(NS(=O)(=O)c3cn(C)cn3)cccc2C1=O | i
COc1cc(O)cc2cc3c(c(O)c12)C(=O)C[C@@](C)(O)C3 | i
C[C@H](CO)N1C[C@H](C)[C@@H](CN(C)Cc2ccc(Oc3ccccc3)cc2)Oc2c(NC(=O)c3ccncc3)cccc2C1=O | i
C[C@@H]1CCCCO[C@H](CN(C)C)[C@@H](C)CN([C@H](C)CO)C(=O)c2cc(NS(=O)(=O)c3ccc(Cl)cc3)ccc2O1 | i
O=C(c1cc2ccccc2oc1=O)N(Cc1ccccc1)c1ccccn1 | i
OC(CN1CCOCC1)Cn1c2ccccc2c2ccccc21 (stereo not given) | i
C[C@@H]1CN([C@@H](C)CO)C(=O)c2cccc(NC(=O)c3nc4ccccc4s3)c2O[C@@H]1CN(C)S(=O)(=O)c1cccs1 | i
COc1ccc(CN(C)C[C@H]2Oc3ccc(NC(=O)Nc4ccc(OC)cc4)cc3C(=O)N([C@@H](C)CO)C[C@H]2C)cc1 | i
O=C(NCCCn1cc(Br)cn1)Nc1ccccc1C(F)(F)F | i
Cc1ccc(N(C(C)C(=O)Nc2cccc(C(F)(F)F)c2)S(C)(=O)=O)cc1 (stereo not given) | i
C=C1CC[C@H]2[C@](C)(CCC[C@]2(C)C(=O)OC)[C@H]1CC/C(C)=C/C(=O)O | i
CC(C)NC(=O)Nc1cccc2c1O[C@@H](CN(C)Cc1ccc(Oc3ccccc3)cc1)[C@H](C)CN([C@H](C)CO)C2=O | i
CC(C)NC(=O)Nc1ccc2c(c1)C(=O)N([C@@H](C)CO)C[C@H](C)[C@@H](CN(C)C(=O)c1ccncc1)OCCCC[C@H](C)O2 | i
(more compounds)
SMILES | NFkB SMM
COc1cc2nc3occc3c(OC)c2cc1OCC(O)C(C)(C)O (stereo not given) | i
O=C(NCc1nc2ccccc2[nH]1)C1=C[C@@H](c2csc3ccccc23)C[C@@H](OCc2ccc(CO)cc2)O1 | i
COc1cc(C(=O)OCC2(O)COC(OCC3OC(Oc4c(OC)cc(CO)cc4OC)C(O)C(O)C3O)C2O)cc(OC)c1O (stereo not given) | i
O=C(NCc1ccccc1)C1=C[C@@H](c2cccs2)C[C@@H](OCCCCO)O1 | i
Cc1noc(C)c1S(=O)(=O)N(C)C[C@@H]1Oc2ccc(NS(=O)(=O)c3cccs3)cc2C(=O)N([C@H](C)CO)C[C@@H]1C | i
CCc1ccc(N(CC(=O)NC)S(C)(=O)=O)cc1 | i
Cc1cc([N+](=O)[O-])nn1CC(=O)NCc1ccccc1 | i
C=CC(COC(C)=O)NS(=O)(=O)c1ccc(Br)cc1 (stereo not given) | i
O=C(COc1ccccc1)Nc1ncc2c(n1)CCCC2=O | i
C[C@H]1CCCCO[C@@H](CN(C)S(=O)(=O)c2ccccc2)[C@@H](C)CN([C@@H](C)CO)C(=O)c2cc(NC(=O)C3CCCCC3)ccc2O1 | i
COc1ccc(C)cc1NC(=O)CS(=O)(=O)c1ccccc1 | i
COc1ccc(S(=O)(=O)N(C)C[C@@H]2Oc3c(NS(=O)(=O)c4ccccc4)cccc3C(=O)N([C@H](C)CO)C[C@H]2C)cc1 | i
C[C@H](CO)N1C[C@H](C)[C@H](CN(C)Cc2ccc3c(c2)OCO3)Oc2ccc(NC(=O)Nc3ccc(F)cc3)cc2C1=O | i
C[C@H](CO)N1C[C@H](C)[C@@H](CN(C)Cc2ccc(C(F)(F)F)cc2)Oc2ccc(NC(=O)C3CC3)cc2C1=O | i
C[C@H](CO)N1C[C@H](C)[C@@H](CN(C)C(=O)Nc2ccc(C(F)(F)F)cc2)Oc2c(NS(=O)(=O)c3ccc(Cl)cc3)cccc2C1=O | i
Cc1[nH]c(=O)[nH]c(=O)c1NS(=O)(=O)c1ccc2c(c1)CCCC2 | i
C[C@@H]1O[C@@H](O[C@@H]2[C@@H](O)[C@H](O[C@@H]3[C@@H](O)[C@H](C)O[C@@H](O[C@H]4[C@H](O[C@H]5CC[C@@]6(C)C(CC[C@]7(C)C6CC=C6[C@@H]8CC(C)(C)CC[C@]8(C(=O)O)CC[C@]67C)[C@]5(C)CO)OC[C@H](O)[C@@H]4O)[C@@H]3O)O[C@H](CO)[C@H]2O[C@@H]2O[C@H](CO)[C@@H](O[C@@H]3OC[C@@H](O)[C@H](O)[C@H]3O)[C@H](O)[C@H]2O)[C@H](O)[C@H](O)[C@H]1O (stereo not given in full) | +
C[C@@H]1CN([C@@H](C)CO)C(=O)c2cc(NC(=O)Nc3cccc4ccccc34)ccc2O[C@H]1CN(C)C(=O)NC1CCCCC1 | i
Cc1noc(C)c1NC(=O)N(C)C[C@@H]1Oc2ccc(NS(=O)(=O)c3cn(C)cn3)cc2C(=O)N([C@@H](C)CO)C[C@H]1C | i
COC(=O)c1ccc(CSc2n[nH]c(-c3ccccc3OC)n2)o1 | i
Cc1noc(C)c1NC(=O)Nc1ccc2c(c1)C(=O)N([C@@H](C)CO)C[C@H](C)[C@@H](CN(C)C(=O)Nc1c(C)noc1C)O2 | i
Cc1ccc(S(=O)(=O)N(C)C[C@@H]2OCCCC[C@H](C)Oc3ccc(NC(=O)Nc4ccc5c(c4)OCO5)cc3C(=O)N([C@@H](C)CO)C[C@H]2C)cc1 | i
Cc1cc(C)c2nc(-c3cccnc3)cc(C(=O)Nc3c(C)nn(Cc4ccccc4C)c3C)c2c1 | i
Cc1noc(C)c1S(=O)(=O)Nc1ccc2c(c1)C(=O)N([C@H](C)CO)C[C@H](C)[C@H](CN(C)C(=O)NC1CCCCC1)O2 | i
C[C@H]1CN([C@@H](C)CO)C(=O)Cc2cc(NS(=O)(=O)c3ccccc3)ccc2O[C@@H]1CN(C)Cc1ccc2c(c1)OCO2 | i
C[C@H](CO)N1C[C@H](C)[C@H](CN(C)Cc2ccc3c(c2)OCO3)Oc2c(NC(=O)c3ccncc3)cccc2C1=O | i
C[C@H]1CN([C@@H](C)CO)C(=O)CCCn2cc(nn2)CO[C@@H]1CN(C)S(=O)(=O)c1ccc(-n2cccn2)cc1 | i
C[C@@H]1CN([C@@H](C)CO)C(=O)c2cc(NC(=O)Nc3ccc(C(F)(F)F)cc3)ccc2O[C@H]1CN(C)C(=O)NC1CCCCC1 | i
C[C@@H]1CN([C@@H](C)CO)C(=O)c2cc(NC(=O)C3CCCCC3)ccc2O[C@@H]1CN(C)Cc1ccc(Oc2ccccc2)cc1 | i
C[C@H]1CCCCO[C@@H](CN(C)C(=O)Nc2ccccc2)[C@@H](C)CN([C@@H](C)CO)C(=O)c2cc(NC(=O)c3ccccc3)ccc2O1 | i
Cc1noc(C)c1S(=O)(=O)Nc1ccc2c(c1)CC(=O)N([C@H](C)CO)C[C@@H](C)[C@H](CN(C)C(=O)Nc1ccc(C(F)(F)F)cc1)O2 | i
CNC[C@@H]1OCCCC[C@@H](C)Oc2ccc(NS(=O)(=O)c3c(C)noc3C)cc2C(=O)N([C@H](C)CO)C[C@H]1C | i
O=c1c2ccccc2[nH]c(=S)n1CCN1CCC(=C(c2ccc(F)cc2)c2ccc(F)cc2)CC1 | +
O=c1c(O[C@@H]2OC[C@H](O)[C@H](O)[C@H]2O)c(-c2ccc(O)cc2)oc2cc(O)cc(O)c12 | i
Cc1noc(C)c1S(=O)(=O)N(C)C[C@@H]1OCCCC[C@@H](C)Oc2ccc(NC(=O)CCCN(C)C)cc2C(=O)N([C@@H](C)CO)C[C@H]1C | i

Assay outcomes: PubChem BioAssay, Broad Institute
